Screening results deposited in PubChem by Broad Institute.
ARNT TACC3 PPI: disruptors of human ARNT/TACC3 interaction. Q9Y6A5. AlphaScreen His-ARNT PAS-B/GST-TACC3 binding, luminescence; TACC3 fragment carries E629A point mutation. inhibition, % at 9.99 µM. hit rate 0.66% among 390,000. AID 623870;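 active = mean inhibition of replicates at least 50% and at least half of replicates each reaching 50%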;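 also: 0% = complete ARNT plus TACC3 wells and 100% = ARNT alone without TACC3; many hits fall short of the cut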
CASP6 VEID inh: blocks human caspase-6 cleavage activity | hit rate 0.53% among 350,000 | purified caspase-6, Z-VEID-R110 cleavage fluorescence | P55212 | inhibition, % at 12.5 µM;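 active = mean inhibition across replicates at least about 35%, with every replicate also reaching that limit, limit read from the data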;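 also: 0% = median of neutral control wells and 100% = no fluorescence left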
Target sequence (P55212 24-179 limits assumed): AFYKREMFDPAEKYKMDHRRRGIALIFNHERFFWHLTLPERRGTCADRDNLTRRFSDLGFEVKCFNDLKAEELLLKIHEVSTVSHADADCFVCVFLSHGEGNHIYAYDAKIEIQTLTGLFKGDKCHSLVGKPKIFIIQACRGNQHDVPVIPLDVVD
Target sequence (P55212 194-293 limits assumed): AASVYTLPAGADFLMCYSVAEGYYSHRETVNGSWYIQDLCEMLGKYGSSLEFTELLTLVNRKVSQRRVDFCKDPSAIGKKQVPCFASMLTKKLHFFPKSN
PglD inh: PglD (C. jejuni) enzyme inhibition. purified PglD enzyme, DTNB colorimetric CoA detection. inhibition, % at 12.5 µM. hit rate 0.098% among 360,000; in the data active = inhibition above about 16%, passing the limit was not always enough; also: strong numbers were not always called active
RAD52 anneal inh: inhibitors of human RAD52 DNA annealing; P43351; inhibition, % at 18.7 µM; recombinant RAD52 DNA annealing, FRET fluorescence; hit rate 0.46% among 360,000;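 active = every replicate showing at least 50% inhibition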
E-selectin induc: induces E-selectin expression in human endothelial cells; P16581; HUVEC E-selectin immunofluorescence imaging; normalized: neutral wells 0, TNF-alpha wells 100; activation, % at 7.58 µM; hit rate 0.37% among 260,000; AID 686992;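 active = mean E-selectin-positive cell signal at least 10% of the positive control, reached in at least 60% of replicates, without over 20% cell loss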;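 also: in these data hits start at about 27%; measured in HUVEC primary endothelial cells; signal is the percent of cells scored E-selectin positive by PE staining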
Target sequence (P16581 whole entry, looked up): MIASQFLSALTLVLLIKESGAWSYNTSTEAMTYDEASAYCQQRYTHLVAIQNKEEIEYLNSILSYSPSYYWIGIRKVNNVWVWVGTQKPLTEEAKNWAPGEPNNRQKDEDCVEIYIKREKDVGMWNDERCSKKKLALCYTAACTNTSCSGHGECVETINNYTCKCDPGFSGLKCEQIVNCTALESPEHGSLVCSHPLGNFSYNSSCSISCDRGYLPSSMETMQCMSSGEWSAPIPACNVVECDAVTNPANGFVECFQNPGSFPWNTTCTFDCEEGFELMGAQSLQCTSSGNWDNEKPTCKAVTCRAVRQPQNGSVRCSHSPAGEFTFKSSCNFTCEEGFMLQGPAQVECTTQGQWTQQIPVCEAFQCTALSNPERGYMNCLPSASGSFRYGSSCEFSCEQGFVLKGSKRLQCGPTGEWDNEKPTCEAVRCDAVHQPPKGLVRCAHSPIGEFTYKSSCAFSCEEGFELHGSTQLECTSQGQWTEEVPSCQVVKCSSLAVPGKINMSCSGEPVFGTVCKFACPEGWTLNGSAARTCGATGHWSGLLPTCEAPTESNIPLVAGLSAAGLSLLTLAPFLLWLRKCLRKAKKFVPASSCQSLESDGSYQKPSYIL
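Assay system: HUVEC primary endothelial cells. Input: 3,000 HUVEC seeded per well. Doses: one compound dose added by pin transfer. Read-out basis: % PE-positive cells. Benchmarks: TNF-alpha high, DMSO low. Detection: immunofluorescence imaging. Buffer or medium: EGM-2, gelatin.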
ERp5 block: inhibitors of human ERp5; inhibition, % at 9.99 µM; ERp5 insulin aggregation, absorbance 650 nm, 90 min; AID 651711; hit rate 0.05% among 350,000; Q15084;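 active = mean replicate inhibition above about 25%, with every replicate also reaching it, limit read from the data, passing the limit was not always enough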
esBAF inh: inhibitors of esBAF chromatin remodeling in mouse ES cells | Bmi1-luciferase knock-in reporter, 24 h; 100% = twice the neutral-well signal | hit rate 2% among 350,000 | reporter increase, % at 12.5 µM; in the data active = activation above about 40%;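 also: 0% = median of the plate's neutral control wells and 100% = double that signal; a rise in the Bmi1 reporter signal indicates esBAF inhibition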
RAD54 branch: RAD54 (human) branch migration inhibition; Q92698; RAD54 Holliday junction branch migration, FAM/BHQ fluorescence; inhibition, % at 10.4 µM; hit rate 0.14% among 360,000; AID 602329;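 active = mean normalized replicate activity at least 40 and at least half of replicates scoring 40 or more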;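 also: 0% = median of neutral control wells and 100% = median of positive control wells; inhibitors cause a drop in the FAM fluorescence signal; in these data hits start at about 50%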
An asterisk follows results filed as active; . = not tested or not shown.

item | canonical_smiles | ARNT TACC3 PPI | CASP6 VEID inh | PglD inh | RAD52 anneal inh | E-selectin induc | ERp5 block | esBAF inh | RAD54 branch
1 | COc1ccc(/C=N/NC(=O)c2cc(-c3ccc(C)cc3C)nc3ccccc23)cc1COC(C)=O | -17 | . | 0 | . | . | . | 9 | -6
2 | CNc1ccn(C2CCCO2)c(=O)n1 (centres undefined) | . | 28 | . | -7 | -0.1 | 2 | . | .
3 | C=CCC[C@@H](Cc1ccc(F)cc1)C(=O)OCCNC(=O)[C@@H](CC=C)CC(=O)N[C@H](CO)Cc1ccccc1 | 1 | -1 | -6 | 3 | -0.1 | 3 | 10 | 0
4 | O=C(CSc1cccc[n+]1[O-])NC1CCCCC1 | 4 | 2 | -2 | -3 | -1.8 | 4 | -9 | -4
5 | CCOC(=O)c1c(C)c(C(=O)N2CCCCCC2)c(C)n1CC | 5 | -4 | . | -14 | . | -4 | 1 | .
6 | C[C@H](CO)N1C[C@H](C)[C@H](CN(C)C)Oc2ccc(NC(=O)C3CCCCC3)cc2C1=O | 2 | 0 | 7 | -9 | 0.4 | 4 | 7 | 2
7 | O=C(N/N=C\c1ccncc1)c1ccccc1O | 5 | 1 | . | -3 | . | -2 | . | .
8 | CC(=O)NNc1cc(C)nc(N)n1 | . | 0 | -6 | -9 | 0.0 | 5 | . | 0
9 | CC(C)CCNC(=O)NC(=O)COC(=O)CCN=C1NS(=O)(=O)c2ccccc21 | 6 | -2 | -4 | -3 | -0.1 | 2 | -4 | -1
10 | Cc1cc(S(=O)(=O)N2CCCC(C)C2)ccc1-n1cnnn1 (centres undefined) | -3 | -1 | -20 | -10 | . | 2 | 0 | 4
11 | S=c1[nH]nc2ccc3ccccc3n12 | . | 31 | -6 | -6 | 0.1 | -1 | 3 | 2
12 | COc1cccc(N(CC(=O)NCC2CCCO2)C(=O)CNS(=O)(=O)c2ccccc2)c1 (centres undefined) | -12 | -1 | . | -2 | -0.5 | 7 | . | .
13 | CS(=O)(=O)N1[C@@H]2Cn3c(ccc(-c4cccc(F)c4)c3=O)[C@H]1[C@@H](C(=O)N1CCCCC1)[C@@H]2CO | 0 | 2 | 3 | -7 | 0.2 | -5 | 0 | -1
14 | C[C@@H]1CN([C@@H](C)CO)C(=O)c2cc(NC(=O)Nc3ccccc3)ccc2O[C@@H](C)CCCCO[C@H]1CN(C)Cc1ccc(C(F)(F)F)cc1 | -8 | . | 2 | . | 0.0 | . | 4 | -7
15 | CCc1ccc(NC(=O)CSc2nc(O)cc(=O)n2C2CCCC2)cc1 | 5 | -2 | . | -7 | 0.2 | 8 | . | .
16 | COc1cccc(OCC(=O)N2CCCc3ccccc32)c1 | -3 | 0 | 1 | -6 | -0.2 | -1 | 25 | -5
17 | c1ccn2cc(-c3ccc4c(c3)OCO4)cc2c1 | 4 | 4 | . | -22 | -0.6 | -2 | . | .
18 | Cc1cnc(C=O)c2cccc([N+](=O)[O-])c12 | . | 0 | 1 | -16 | 14 | -6 | -4 | -2
19 | C[C@@H]1CN([C@H](C)CO)C(=O)Cc2cc(NC(=O)CCC(F)(F)F)ccc2O[C@H]1CN(C)CC1CCCCC1 | -1 | 1 | 1 | 17 | -0.4 | 5 | -2 | -12
20 | Cc1cccc(C)c1-n1nnnc1C1(C)CCC(=O)N1CCc1ccccc1F (centres undefined) | . | -2 | . | -3 | -0.1 | 1 | . | .
21 | COc1cc2c(cc1OC)C(C)N(Cc1ccc3c(c1)OCO3)CC2 (centres undefined) | -29 | -3 | -1 | -1 | . | -1 | 11 | -5
22 | CC(C)n1c(=S)[nH]c2cc(Cl)ccc21 | -2 | 0 | . | -2 | 20 | -1 | 8 | .
23 | CC(C)C(C(=O)NCC1CCCO1)N(C(=O)CNS(=O)(=O)c1ccccc1)C1CCCCC1 (centres undefined) | -4 | -1 | -3 | -7 | . | 4 | -6 | 14
24 | CCN(CC(=O)Nc1c(F)cccc1F)C(=O)c1cccc(S(=O)(=O)N(C)c2ccccc2)c1 | 1 | 3 | . | -9 | 0.2 | -1 | . | .
25 | N#CCSc1ccsc1C(=O)Nc1ccc(F)cc1 | 24 | . | 2 | . | . | . | 8 | -7
26 | CN(C)/C=C1\SC(=S)N(N2C(=O)C3C4C=CC(C4)C3C2=O)C1=O (centres undefined) | -4 | 4 | . | -50 | . | 3 | . | .
27 | Cc1noc(C)c1NC(=O)Nc1ccc2c(c1)C(=O)N([C@H](C)CO)C[C@@H](C)[C@H](CN(C)S(C)(=O)=O)O2 | 2 | 1 | -8 | -3 | -13 | -2 | -6 | -16
28 | C=CCNCCOCCOc1ccc(C)cc1Br | 0 | . | 2 | . | 0.0 | . | . | -6
29 | O=S(=O)(c1cccc(F)c1)N1CCc2sccc2C1c1ccc(OC(F)(F)F)cc1 (centres undefined) | -2 | 0 | -2 | -16 | -0.1 | 1 | . | -9
30 | Cc1ccc(Nc2nc(C(=O)NCCCN3CCOCC3)cs2)cc1 | 3 | . | 2 | . | . | . | 8 | 4
31 | COC(=O)Cn1cnc2sc3c(c2c1=O)CCCC3 | -3 | 1 | 2 | -15 | . | -2 | -7 | 2
32 | O=C(N/N=C/c1[nH]c2ccccc2c1Cl)c1cccc(Br)c1 | . | -2 | 2 | 2 | . | 5 | . | -24
33 | C[C@H](O)C#Cc1ccc([C@H]2[C@H](CO)N3CCCCN(C(=O)c4ccc(F)cc4)C[C@@H]23)cc1 | 1 | 0 | 1 | 3 | -0.1 | -1 | . | 2
34 | Cc1occc1C(=O)Nc1ccc2ccccc2c1 | -2 | . | 0 | . | . | . | 9 | -12
35 | O=C1CSC(c2ccc(Cl)c(Cl)c2)N1c1nccs1 (centres undefined) | -5 | 4 | 4 | -39 | . | -1 | -1 | -6
36 | CCN(CC(=O)NCc1ccc(F)cc1)C(=O)/C=C/c1ccc(S(=O)(=O)N(CC)CC)cc1 | 3 | -4 | -2 | -16 | 0.0 | 3 | -13 | 3
37 | O=C(N/N=C/C=C/c1ccc([N+](=O)[O-])cc1)c1cccs1 | 0 | . | -11 | . | . | . | 25 | -5
38 | O=C(CCC(=O)N1CCOc2ccccc21)NCCCN1CCOCC1 | -5 | -4 | 0 | -8 | -0.5 | 2 | -3 | -11
39 | CN(C)CCCNC(=S)N1CCN(c2nc(-c3ccccc3)cs2)CC1 | 5 | -20 | -3 | 17 | . | -2 | 0 | 10
40 | COC(=O)Cc1cc(=O)[nH]c(/N=C(\N)Nc2ccc(C)cc2)n1 | 5 | -2 | 1 | -1 | . | 2 | -4 | -14
41 | COc1ccc(C(=O)Nc2ccc(N3CCN(C(=O)c4ccccc4C)CC3)cc2)cc1 | -2 | 1 | 1 | -20 | -0.3 | 0 | . | -3
42 | O=C(NNc1ccccn1)C(c1ccccc1)c1ccccc1 | . | -1 | 3 | -4 | . | 4 | -4 | 0
43 | CCc1ccc(C(=O)COC(=O)CNC(=O)CNS(=O)(=O)c2ccccc2)cc1 | 2 | -3 | 3 | -10 | -0.1 | 3 | 6 | 10
44 | CCCNC(=O)C[C@H]1CC[C@@H]2[C@@H](COc3ccc(NC(=O)c4ccc(OC)cc4)cc3C(=O)N2C)O1 | 3 | . | 1 | . | 0.0 | . | 2 | -6
45 | COC(=O)C1(NC(=O)NC2CCCCC2)CCCCC1 | -10 | 0 | . | -13 | . | 3 | . | .
46 | COc1cc2c(cc1OC)CN(C(=O)[C@@H]1[C@H]3C(=O)O[C@H](c4ccccc4)[C@H](c4ccccc4)N3[C@H](c3ccc(OCCO)cc3)[C@@]13C(=O)Nc1ccc(C#CC4(O)CCCCCC4)cc13)CC2 | -4 | 1 | -2 | -82 | . | -3 | . | -10
47 | CCCN(C)C[C@H]1Oc2cc(-c3ccccc3)ccc2S(=O)(=O)N([C@@H](C)CO)C[C@H]1C | 5 | 0 | 5 | -2 | 1.5 | -1 | -7 | -16
48 | NC(=O)CSc1nc(C2CC2)nc2sc3c(c12)CCCC3 | -1 | -5 | . | -8 | . | 16 | . | .
49 | CNC(=O)C1CC(=O)N(Cc2ccccc2)C(=Nc2ccc(OC)cc2)S1 (centres undefined) | -27 | . | 3 | . | . | . | -5 | 11
50 | Cc1cc(C)nc(OC(C(=O)O)C(OCCc2ccccc2)(c2ccccc2)c2ccccc2)n1 (centres undefined) | -1 | 4 | 4 | -21 | 0.3 | 6 | 6 | -5
51 | N#CCSc1nnc(-c2cccnc2)n1-c1ccccc1 | -3 | . | -2 | . | . | . | -5 | -12
52 | CCN(CC(=O)Nc1ccc2c(c1)OCCO2)C(=O)/C=C/c1ccccc1 | -6 | -1 | . | -7 | . | -8 | . | .
53 | CC(=O)N1CCN(S(=O)(=O)c2cccc(C(=O)Nc3ccccc3N3CCOCC3)c2)CC1 | -8 | 7 | . | -17 | . | 5 | . | .
54 | Cc1ccc2c(Cl)cc(Cl)c(OCC(=O)NC3CCS(=O)(=O)C3)c2n1 (centres undefined) | -2 | 0 | -1 | -25 | 2.3 | 1 | 0 | -4

From entry 38 to 51, as listed above:
item | canonical_smiles | ARNT TACC3 PPI | CASP6 VEID inh | PglD inh | RAD52 anneal inh | E-selectin induc | ERp5 block | esBAF inh | RAD54 branch
38 | O=C(CCC(=O)N1CCOc2ccccc21)NCCCN1CCOCC1 | -5 | -4 | 0 | -8 | -0.5 | 2 | -3 | -11
39 | CN(C)CCCNC(=S)N1CCN(c2nc(-c3ccccc3)cs2)CC1 | 5 | -20 | -3 | 17 | . | -2 | 0 | 10
40 | COC(=O)Cc1cc(=O)[nH]c(/N=C(\N)Nc2ccc(C)cc2)n1 | 5 | -2 | 1 | -1 | . | 2 | -4 | -14
41 | COc1ccc(C(=O)Nc2ccc(N3CCN(C(=O)c4ccccc4C)CC3)cc2)cc1 | -2 | 1 | 1 | -20 | -0.3 | 0 | . | -3
42 | O=C(NNc1ccccn1)C(c1ccccc1)c1ccccc1 | . | -1 | 3 | -4 | . | 4 | -4 | 0
43 | CCc1ccc(C(=O)COC(=O)CNC(=O)CNS(=O)(=O)c2ccccc2)cc1 | 2 | -3 | 3 | -10 | -0.1 | 3 | 6 | 10
44 | CCCNC(=O)C[C@H]1CC[C@@H]2[C@@H](COc3ccc(NC(=O)c4ccc(OC)cc4)cc3C(=O)N2C)O1 | 3 | . | 1 | . | 0.0 | . | 2 | -6
45 | COC(=O)C1(NC(=O)NC2CCCCC2)CCCCC1 | -10 | 0 | . | -13 | . | 3 | . | .
46 | COc1cc2c(cc1OC)CN(C(=O)[C@@H]1[C@H]3C(=O)O[C@H](c4ccccc4)[C@H](c4ccccc4)N3[C@H](c3ccc(OCCO)cc3)[C@@]13C(=O)Nc1ccc(C#CC4(O)CCCCCC4)cc13)CC2 | -4 | 1 | -2 | -82 | . | -3 | . | -10
47 | CCCN(C)C[C@H]1Oc2cc(-c3ccccc3)ccc2S(=O)(=O)N([C@@H](C)CO)C[C@H]1C | 5 | 0 | 5 | -2 | 1.5 | -1 | -7 | -16
48 | NC(=O)CSc1nc(C2CC2)nc2sc3c(c12)CCCC3 | -1 | -5 | . | -8 | . | 16 | . | .
49 | CNC(=O)C1CC(=O)N(Cc2ccccc2)C(=Nc2ccc(OC)cc2)S1 (centres undefined) | -27 | . | 3 | . | . | . | -5 | 11
50 | Cc1cc(C)nc(OC(C(=O)O)C(OCCc2ccccc2)(c2ccccc2)c2ccccc2)n1 (centres undefined) | -1 | 4 | 4 | -21 | 0.3 | 6 | 6 | -5
51 | N#CCSc1nnc(-c2cccnc2)n1-c1ccccc1 | -3 | . | -2 | . | . | . | -5 | -12
